From PubChem
p53ts 39C tox = qHTS Screen for Compounds that Selectively Target Cancer Cells with p53 Mutations: Cytotoxicity of p53ts Cells at the Nonpermissive Temperature; H1299-p53A138V viability at 39C, ATP luminescence, 24 h; Potency, µM (doses to about 46.1 µM), for inactives: at the highest dose activity change, negative = cell killing, actives largely listed as cytotoxic; 1.5% of 130,000 active; AID 902, 2007; note: nearly all actives have a fitted effect of over 55% in size
p53ts 32C kill = qHTS Screen for Compounds that Selectively Target Cancer Cells with p53 Mutations: Cytotoxicity of p53ts Cells at the Permissive Temperature; AID 924, 2007; H1299-p53A138V at 32C, ATP luminescence viability, 24 h; 0.93% of 130,000 active; Potency, µM (doses to about 46.1 µM), without a hit: at the highest dose activity change, negative = cytotoxicity, actives largely listed as cytotoxic;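 note: 0% = DMSO and -100% = full killing by reference compound; nearly all actives have a fitted effect of over 55% in size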
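ATP-content luminescence (ATPlite) read-out after 24 h compound exposure at 32C in H1299-p53A138V cells (600/well). Tested up to 46 uM. Normalized to DMSO (0%) and 100 uM tamoxifen (100% killing); Hill-fit AC50.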
IkB sig inh = IkB Signaling | AID 445, 2006 | Potency, µM (highest dose often 57.1 µM), without a hit: at the top dose IkBa stabilization activation | 0.04% of 110,000 active | ABC-DLBCL IkBa-CBG/CBR dual luciferase ratio, 4 h; response scale: scaled: untreated 0%, proteasome inhibitor 100%; active = well fitted curve in the direction sought with a large enough effect in the signal ratio, not every such curve was filed as active; inconclusive = small, poorly fitted or top-dose-only effect, or a change in a side signal; the % refers to the signal ratio;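 note: the direction sought is a rising ratio; 0% = basal untreated cells and 100% = reference inhibitor full response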
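Luminescence ratio of IκBα-fused green versus native red beetle luciferase in OCI-Ly3 cells, 4 h post-doxycycline with compound; red signal alone, scaled from basal (0%) to zero light (-100%), flagged nonspecific or cytotoxic effects.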
Peg3 imprint = qHTS Assay for Compounds that Induce Erasure of Genomic Imprints. mouse ES Peg3-LacZ reporter, beta-gal luminescence, 40 h. Potency, µM (highest dose often 60.7 µM), for inactives: at the highest dose activity change, positive = activation, most hits filed as activators. 0.02% of 110,000 active;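 note: 0% = negative control wells on the plate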
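Each well holds 300 Peg3LacZ-Neo (maternal) female ES cells incubated 40 h at 37C, 5% CO2. LacZ is measured by BetaGlo luminescence, with AC50 and maximum efficacy derived from dose-response curves.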
The depositor's hits bear a star; ? = inconclusive; . = not tested or not shown; & = joins results of further samples; [ ] = another dose, or the depositor's remark. Unless noted, calls come from the whole dose curve; as a rule, active = well fitted curve in the direction sought with a large enough effect; inconclusive = small, poorly fitted or top-dose-only effect, or another doubt; inactive = no such curve, though single readings can be large; an effect the other way counts as inactive or inconclusive. Unless noted, % is set by controls: 0 for no effect and ±100 for the full control effect; potency is the fitted concentration of half-maximal effect.

SMILES | p53ts 39C tox | p53ts 32C kill | IkB sig inh | Peg3 imprint
CCCC12CN3CC(CCC)(CN(C1)C3c1c[nH]c3ccc(OC)cc13)C2=O (centres undefined) | 2% | 7% | ? | -13%[10.9 µM]
C=CCn1c(-c2ccc(OC)cc2)nc2ccccc21 | ? | 16µM* | -0.9% | -40%[inhibitor]
Cc1nn(-c2ccccc2)c(OC(=O)C(C)C)c1Sc1ccccc1 | 31%[activator] | 2% | ? | 30%[10.9 µM]
CCOc1ccc(S(=O)(=O)Nc2cccc(C(=O)N3CCN(c4ccc(OC)cc4)CC3)c2)cc1 | -11% | 10% | 6.8% | 3%
Cc1ccc2oc3c(c(=O)c2c1)C(c1ccccc1F)N(c1ccccn1)C3=O (centres undefined) | 16% | -5% | 1.2% | -1%[10.9 µM]
N#Cc1ccccc1S(=O)(=O)N1CCN(c2ccc(S(=O)(=O)N3CCOCC3)cn2)CC1 | -5% | -10% | 0.1% | -10%
COc1ccc(S(=O)(=O)NCC(=O)N(CC(=O)NCC2CCCO2)c2ccccc2C)cc1 (centres undefined) | -8% | 7% | 1.4% | 3%
O=C(NC1CCCCC1)C(c1cccs1)N(C(=O)c1ccco1)c1ccc2c(c1)OCCO2 (centres undefined) | -12% | -3% | . | .
NCCCCNS(=O)(=O)c1cccc2c(Cl)cccc12 | 16µM* | 13% | -8.2% | -24%
COc1cccc(NC(=O)c2nnn(Cc3ccc(OC)c(Br)c3)c2N)c1 | -27% | -5% | 0.3% | -7%[10.9 µM]
Cc1ccc(Nc2cc(-n3nc(C)cc3C)ncn2)cc1 | 7% | 3% | 0.6% | -3%
Cc1ccc(-c2[nH]c(-c3ccccc3)nc2SCC(=O)NCC2CCCO2)cc1 (centres undefined) | -2% | 14% | ? | -8%[10.9 µM]
Cc1ccc(NC(=O)CN2CCSc3ccc(S(=O)(=O)N4CCCC4)cc32)cc1 | -5% | 3% | ? | -13%[10.9 µM]
Cc1cc(NC(=O)CN2C(=O)CC(c3ccco3)Sc3ccccc32)no1 (centres undefined) | 6% | 4% | 2.6% | -6%
O=C(O)c1cccnc1C(=O)O | 3% | 11% | 0.0%&-6.3% | -6%&0%&0%
CC1CCN(S(=O)(=O)c2ccc(S(=O)(=O)NCC(=O)C(C)(C)C)cc2)CC1 | -5% | 2% | 0.4% | -7%
C(=N\C(/N=C/c1ccco1)c1ccco1)/c1ccco1 | -11% | 2% | -2.2% | -57%[inhibitor]
CCc1nnc(NC(=O)C2CC(=O)N(CCc3ccccc3)C2)s1 (centres undefined) | -12% | -1% | 0.4% | 7%
COc1ccc2c(CNCc3cccs3)c(C(=O)O)n(Cc3ccc(F)cc3)c2c1 | -18% | 11% | ? | -18%[10.9 µM]
CC(C)C1=CC2=CC[C@@H]3[C@@](C)(C(=O)O)CCC[C@]3(C)C2CC1 (some centres undefined) | 3% | 7% | . | 2%

Taken from above:
Under p53ts 32C kill, O=C(NC1CCCCC1)C(c1cccs1)N(C(=O)c1ccco1)c1ccc2c(c1)OCCO2 (centres undefined) shows -3%
Under p53ts 39C tox, CC(C)C1=CC2=CC[C@@H]3[C@@](C)(C(=O)O)CCC[C@]3(C)C2CC1 (some centres undefined) shows 3%

(cont.)
SMILES | p53ts 39C tox | p53ts 32C kill | IkB sig inh | Peg3 imprint
O=C(CN1C(=O)CC(c2ccc(F)cc2)=Nc2ccccc21)NCc1ccccc1Cl | -17% | -26% | ? | -8%[10.9 µM]
CCn1c(=N)n(CC(=O)OC)c2ccccc21 | 11% | 5% | 2.6% | -6%
CCCCn1cc2c(c1-c1ccc(Br)cc1)c(=O)n(C)c(=O)n2C | -21% | 14% | ? | 2%[10.9 µM]
O=S(=O)(c1ccc2c(c1)nc1n2CCC1)N1CCOCC1 | 10% | 7% | -0.8% | 21%
COc1ccc(N(CC(=O)NC2CCCCC2)C(=O)CCCC(=O)Nc2ccccn2)c(OC)c1 | 14% | 0% | 3.4% | 0%
O=S(=O)(c1ccc2oc3ccc(S(=O)(=O)N4CCCC4)cc3c2c1)N1CCCC1 | 5% | 12% | 0.3% | 22%
CCOc1ccccc1C(=O)N(Cc1cccs1)c1ccc(Cl)cc1 | -17% | 23% | ? | -6%[10.9 µM]
O=C(Nc1ccc2c(c1)CCCN2C(=O)c1cccs1)c1cccc(C(F)(F)F)c1 | -22% | -14% | ? | -6%[10.9 µM]
O=C(NCc1ccc(F)cc1)c1ccc(NC(=O)N2CC3CCCN3c3ccccc32)cc1 (centres undefined) | -23% | 4% | ? | -5%[10.9 µM]
Cc1ccc(CNC(=O)C2CCCN(S(=O)(=O)c3cn(C)cn3)C2)cc1 (centres undefined) | 1% | -1% | ? | 16%[10.9 µM]
c1ccc(COc2cccc(CNn3cnnc3)c2)cc1 | -6% | 2% | 2.8% | -6%
O=C1c2oc3ccc(Cl)cc3c(=O)c2C(c2ccco2)N1CCN1CCOCC1 (centres undefined) | 9% | -1% | -0.1% | -8%
C=CCn1c(CCCNC(=O)CCC)nc2ccccc21 | 25% | 0% | 1.4% | -5%
COc1ccc(-c2nnc(SCC(=O)Nc3cccc(F)c3)s2)cc1 | -31% | -4% | -2.4% | 20%[10.9 µM]
O=C(Nc1nnc2n1CCS2)c1ccc(F)cc1F | -24% | 0% | 0.0% | -24%[10.9 µM]
O=C(c1ccc(NC(=O)C2(c3ccccc3)CCOCC2)cc1)N1CCOCC1 | 11% | 5% | -0.5% | 8%
Cc1cccc(C(=O)Nc2nnc(S(=O)(=O)N(C)Cc3ccc(Cl)cc3)s2)c1 | -4% | 35%[activator] | ? | 3%[10.9 µM]
CSCCC(NC(N)=O)C(=O)N(C)CC(=O)Nc1ccc(C)cc1 (centres undefined) | -1% | 1% | 0.2% | 6%
Cc1ccc(Cl)cc1-n1ncc2c(N3CCCCCC3)ncnc21 | ? | -10% | ? | -15%[10.9 µM]
CCOC(=O)CCc1c(C)nc(SCCN2CCCC2)c(C#N)c1C | -4% | -6% | -0.3% | -20%

Results in IkB sig inh and p53ts 39C tox, for 6 of the compounds above:
canonical_smiles	IkB sig inh	p53ts 39C tox
Cc1ccc(Cl)cc1-n1ncc2c(N3CCCCCC3)ncnc21	?	?
Cc1ccc(CNC(=O)C2CCCN(S(=O)(=O)c3cn(C)cn3)C2)cc1 (centres undefined)	?	1%
CCn1c(=N)n(CC(=O)OC)c2ccccc21	2.6%	11%
COc1ccc(N(CC(=O)NC2CCCCC2)C(=O)CCCC(=O)Nc2ccccn2)c(OC)c1	3.4%	14%
O=S(=O)(c1ccc2oc3ccc(S(=O)(=O)N4CCCC4)cc3c2c1)N1CCCC1	0.3%	5%
CCCCn1cc2c(c1-c1ccc(Br)cc1)c(=O)n(C)c(=O)n2C	?	-21%

(list continues)
SMILES | p53ts 39C tox | p53ts 32C kill | IkB sig inh | Peg3 imprint
O=C(Nc1cccc(Cl)c1)c1cc(-c2ccccc2)on1 | -5% | -30% | ? | 3%[10.9 µM]
COc1ccc(-c2noc(-c3ccc(N4CCCC4)c([N+](=O)[O-])c3)n2)cc1 | 3% | -1% | 2.7% | 4%[10.9 µM]
O=C(Nc1ccc2c(c1)OCCO2)c1ccccc1F | 7.9µM* | 5µM* | ? | -89%[inhibitor]
O=C1CSC(=O)N1CCOCCN1C(=O)CSC1=O | -4% | 17% | 0.5% | 9%
CCc1cccc(NC(=O)Cn2cc3c(n2)CCCC3)c1 | 13% | -8% | -2.4% | -13%
Cc1cc(C)c2c(SCc3ccc(Cl)cc3Cl)nc(N)nc2n1 | -9%[9.22 µM] | -7%[9.22 µM] | 1.6%[11.4 µM] | -10%[10.9 µM]
CC(=O)c1sc(-c2c(C)nc3sccn23)nc1C1CCCC1 | 11% | -9% | -3.1% | 1%
Cc1ccc(N2CCN(C(=O)Cc3c(C(=O)O)c(C)cn3C)CC2)c(C)c1 | -19% | 6% | ? | -7%[10.9 µM]
Cc1nc2c(c(C)nn2-c2ccccc2)c(C)c1CCC(=O)NCCc1ccccc1 | 14% | 0% | ? | -2%[10.9 µM]
Cc1ccc(-n2c(=O)c3c4c(sc3n(CC(=O)c3ccc(Cl)cc3)c2=O)CCC4)cc1C | -20% | -5% | 2.4% | -8%[10.9 µM]
COc1ccc(Cl)cc1NC(=O)N1CCN(S(C)(=O)=O)CC1 | 7% | -2% | 0.9% | -3%
Cc1cccnc1NC(=O)Nc1ccc(F)cc1 | -4% | 1% | -1.0% | -30%
Cc1c(C(=O)c2ccc(Cl)c(Cl)c2)cnc2cc3c(cc12)OCO3 | -4% | -11% | . | .
CC1=C(C(=O)Nc2ccccc2)C(c2ccc[nH]2)n2ncnc2N1 (centres undefined) | 4% | 10% | 0.0% | -6%[10.9 µM]
COc1ccc(NC(=O)c2oc3ccccc3c2NC(=O)C2CC2)cc1 | -5% | -2% | 3.5% | -23%
CCSc1ccccc1C(=O)N1CCN(c2ccccc2F)CC1 | 9% | 1% | -3.3% | -19%
COC(=O)c1ccccc1 | 1% | 3%[1.84 µM] | 1.8% | 2%
CCOc1ccc(NC(=O)c2cnccn2)cc1 | ? | ? | . | .
COc1ccc(-c2nc(N)nc(C)c2Oc2ccccc2Br)c(O)c1 | -9% | -9% | -1.5% | -13%
COc1ccc(-c2noc(CN3CCN(c4ccccc4F)CC3)n2)cc1OC | 8% | 2% | ? | -13%
O=C1CC(C(=O)Nc2ccccc2C(=O)O)C(c2ccccc2)O1 (centres undefined) | 9% | -8% | 6.5% | -5%
CS(=O)(=O)N(CC(=O)NCCSc1ccccc1)c1cc(C(F)(F)F)ccc1Cl | -19% | 0% | ? | -7%[10.9 µM]
COc1ccc(S(=O)(=O)Nc2c(C)n(C)n(-c3ccccc3)c2=O)cc1 | 17% | -1% | 0.5% | 3%
CC(C)N1C[C@@]23C=C[C@@H](O2)C(C(=O)OCc2ccccc2)[C@H]3C1=O (some centres undefined) | 10% | 0% | -0.9% | 5%
CC(NC(=O)c1ccc2c(c1)N(Cc1ccc(Cl)cc1)C(=O)c1ccccc1S2=O)c1ccccc1 (centres undefined) | -8% | 17% | 1.2% | -11%[10.9 µM]
Cc1occc1C(=O)N1CCN(c2ncccn2)CC1 | 21% | 18% | 0.7% | 6%
Cc1cccc(N(CC(=O)NCC2CCCO2)C(=O)CCC(=O)Nc2cc(C)on2)c1 (centres undefined) | 8% | 3% | 0.2% | .
Cc1cccc(-c2c3c(=O)n(C)c(=O)n(C)c3c3nnc4ccccc4n23)c1 | 11% | 9% | 0.3% | -9%
COc1ccc(N2CCN(CC(O)COc3ccc(C(C)(C)C)cc3)CC2)cc1 (centres undefined) | 14% | 6% | ? | -21%[10.9 µM]
COC(=O)c1ccc(OC(=O)c2nn(C)cc2Cl)c(OC)c1 | 14% | 5% | 0.3% | -3%
Cc1ccccc1C(=O)n1nc(-c2ccco2)nc1NCc1ccc(Cl)cc1 | -23% | 3% | -0.8% | -4%[10.9 µM]
Cn1c(SCc2cnc(-c3ccccc3)s2)nnc1C1COc2ccccc2O1 (centres undefined) | 7% | -8% | ? | 2%
C/C(N)=C(/C#N)C(=O)CSc1nc2ccc(C)cc2[nH]1 | ? | ? | 1.9% | -49%[inhibitor]
CCc1ccc(CNC(=O)c2ccc3nc(C(C)C)oc3c2)cc1 | -18% | 4% | ? | -17%[10.9 µM]
CC(C)(C)NC(=O)C(c1ccccc1)N(C(=O)c1ccco1)C1CC1 (centres undefined) | -15% | -2% | -0.5% | 2%
CC(=O)N[C@H](Cc1ccc(O)cc1)C(=O)O | 5%[9.22 µM] | 1%[9.22 µM] | -1.6%[11.4 µM] | -3%[10.9 µM]
Cc1nc2nc[nH]n2c(=O)c1CCC(=O)Nc1ccc(F)cc1 | -19% | -15% | 1.8% | -11%[10.9 µM]
CCOC(=O)c1nc(Nc2ccc(C(=O)OC)cc2)c2ccccc2n1 | 7% | -7% | 13% | -12%[10.9 µM]
O=C(c1ccc2c(c1)C(=O)N(Cc1ccco1)C2=O)N1CCOCC1 | 0% | 10% | -1.5% | -4%
CCCCCCN(C(=O)CCCCCN1C(=O)NC(c2ccc(-c3ccccc3)cc2)C(C(=O)OCc2ccccc2)=C1C)C(C(=O)NCCCC)c1cccc(C(=O)OC)c1 (centres undefined) | 11% | 17% | . | -10%
